AHR activator = AHR activators, primary screen, cell-based, luminescence, luciferase reporter, human; Aryl hydrocarbon receptor (Homo sapiens), P35869; AHR-responsive luciferase reporter cells; activation, % at 5 µM; hit rate 2.5% among 320,000; AID 2796, 2010; in the data active = activation above about 47%;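 note: 0% = vehicle wells and 100% = reference agonist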
pPAFAH inh = pPAFAH enzyme inhibitors, primary screen, biochemical, fluorescence polarization, human. Platelet-activating factor acetylhydrolase (Homo sapiens), Q13093. recombinant pPAFAH, FP-rhodamine probe fluorescence polarization. inhibition, % at 3.39 µM. hit rate 1.5% among 330,000. AID 463082, 2010;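 active = inhibition above the mean inhibition across the screen plus 3 SD, cut at about 25% in these data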;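 note: inhibitors block binding of the rhodamine activity-based probe so polarization drops; 0% = enzyme with DMSO and 100% = wells lacking pPAFAH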
Fam108B inh = mouse Fam108B serine hydrolase inhibitors, primary screen, counter-screen for RBBP9 inhibitor project, biochemical, fluorescence polarization | hit rate 0.33% among 300,000 | inhibition, % at 9.51 µM | recombinant Fam108B, FP-Rh probe fluorescence polarization;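 active = inhibition above the screen mean inhibition plus 3 SD, computed separately per campaign, cut at about 18% in these data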;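 note: inhibitors lower polarization as less probe binds the enzyme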
PME-1 primary = PME-1 inhibitors via competitive probe labeling, primary screen, biochemical, fluorescence polarization, FP-Rh probe, HTS; hit rate 0.53% among 320,000; inhibition, % at 5.9 µM; recombinant PME-1; Protein phosphatase methylesterase 1 (Homo sapiens), Q9Y570;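 active = inhibition above the campaign mean of all compounds plus 3 SD, cut at about 26% in these data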;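 note: competitive labeling of PME-1 active site by serine hydrolase directed probe; 0% = PME-1 with DMSO and 100% = wells lacking PME-1 enzyme; inhibitors block probe labeling so polarization falls and inhibition rises; many of its hits are not listed in these tables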
Target sequence (Q9Y570 whole entry, looked up): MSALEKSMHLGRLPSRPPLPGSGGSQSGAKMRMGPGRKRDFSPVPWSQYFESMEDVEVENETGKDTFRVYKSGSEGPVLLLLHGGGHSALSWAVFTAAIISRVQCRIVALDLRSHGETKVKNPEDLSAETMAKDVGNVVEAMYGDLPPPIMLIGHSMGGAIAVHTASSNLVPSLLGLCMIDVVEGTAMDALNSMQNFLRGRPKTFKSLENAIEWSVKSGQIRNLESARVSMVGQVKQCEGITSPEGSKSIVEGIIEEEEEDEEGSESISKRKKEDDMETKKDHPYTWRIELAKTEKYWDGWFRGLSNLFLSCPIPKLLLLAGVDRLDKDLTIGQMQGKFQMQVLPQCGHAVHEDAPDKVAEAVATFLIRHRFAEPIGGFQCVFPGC
MCL1 BIM primary = inhibitors of MCL1 binding to BIM-BH3, primary screen, biochemical, fluorescence polarization | GST-MCL1 / FITC-Bim-BH3 fluorescence polarization | inhibition, % at 10.9 µM | hit rate 0.68% among 320,000 | Induced myeloid leukemia cell differentiation protein Mcl-1 (Homo sapiens), Q07820;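 active = inhibition above the mean inhibition of all tested compounds plus 3 SD, set per campaign, cut at about 40% in these data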;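 note: 0% = DMSO wells and 100% = unlabeled Bim-BH3 peptide control; higher means more loss of mP so more displacement of Bim peptide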
MEX-5 binding = MEX-5 zinc finger RNA-binding disruptors – biochemical, C. elegans, fluorescence polarization, MLPCN library, primary screen; activity score (negative = inhibition of binding), % at 10 µM; hit rate 0.38% among 300,000; AID 1832, 2009; MEX-5/FITC-TCR2 RNA binding; active compounds read low; Zinc finger protein mex-5 (Caenorhabditis elegans), Q9XUB2;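 active = inhibition past about -25% in most replicates, and total fluorescence under double the plate's negative control median, limit read from the data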;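 note: 0% = DMSO and -100% = 5 µM competing unlabeled TCR2 RNA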
PAFAH1B2 inh = PAFAH1B2 enzyme inhibitors, primary screen, biochemical, fluorescence polarization, human. Platelet-activating factor acetylhydrolase IB subunit alpha2 (Homo sapiens), P68402. recombinant PAFAH1B2, FP-rhodamine activity probe. inhibition, % at 3.39 µM. hit rate 1.2% among 340,000. AID 492953, 2010;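 active = inhibition above the mean of all tested compounds plus 3 SD, cut at about 24% in these data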;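 note: 0% = enzyme with DMSO and 100% = wells lacking PAFAH1B2; many of its hits are not listed in these tables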
Target sequence (P68402 whole entry, looked up): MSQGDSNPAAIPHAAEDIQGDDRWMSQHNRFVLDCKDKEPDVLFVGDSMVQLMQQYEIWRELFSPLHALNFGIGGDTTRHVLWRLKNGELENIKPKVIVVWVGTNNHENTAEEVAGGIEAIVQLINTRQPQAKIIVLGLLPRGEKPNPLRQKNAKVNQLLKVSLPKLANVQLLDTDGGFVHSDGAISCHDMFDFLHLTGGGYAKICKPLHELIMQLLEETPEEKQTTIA
GLD-1 RNA inh = GLD-1/TGE RNA complex disruptors, primary screen, biochemical, fluorescence polarization | Female germline-specific tumor suppressor gld-1 (Caenorhabditis elegans), Q17339 | purified GLD-1 + fluorescein TGE RNA | inhibition, % at 5.96 µM | hit rate 0.44% among 320,000;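 active = percent inhibition above a per-plate cutoff, the plate mean of test compounds plus 3 SD, cut at about 30% in these data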;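 note: 0% = DMSO wells with GLD-1 and probe and 100% = wells lacking GLD-1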
Target sequence (Q17339 whole entry, looked up): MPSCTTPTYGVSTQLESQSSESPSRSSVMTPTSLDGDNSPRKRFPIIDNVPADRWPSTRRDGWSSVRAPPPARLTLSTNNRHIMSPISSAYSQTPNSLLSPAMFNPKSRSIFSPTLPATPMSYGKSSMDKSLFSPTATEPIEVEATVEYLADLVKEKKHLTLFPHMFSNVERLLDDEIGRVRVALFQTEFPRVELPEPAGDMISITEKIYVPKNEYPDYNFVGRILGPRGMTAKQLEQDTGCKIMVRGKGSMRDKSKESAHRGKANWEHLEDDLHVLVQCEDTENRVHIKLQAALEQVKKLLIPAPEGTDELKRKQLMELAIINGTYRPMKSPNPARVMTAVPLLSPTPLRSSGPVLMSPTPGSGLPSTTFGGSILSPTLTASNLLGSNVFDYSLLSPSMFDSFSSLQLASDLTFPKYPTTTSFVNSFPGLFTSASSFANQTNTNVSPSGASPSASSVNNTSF
BCLXL inh = inhibitors of human Bcl-xL, primary screen, biochemical, fluorescence polarization, HTS. Bcl-2-like protein 1 (Homo sapiens), Q07817. GST-Bcl-xL / FITC-Bim BH3 peptide fluorescence polarization. inhibition, % at 10.9 µM. hit rate 0.7% among 320,000. AID 2129, 2009;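 active = inhibition above the mean of all tested compounds plus 3 SD, cutoff set per campaign, cut at about 30% in these data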;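 note: 0% = DMSO wells and 100% = unlabeled Bim-BH3 peptide competitor; inhibitors lower millipolarization by displacing the labeled peptide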
* hit, by the source's call; / = no result given. Not all compounds are listed; the hit share may differ from the screen's.

entry	Compound	PAFAH1B2 inh	BCLXL inh	PME-1 primary	AHR activator	GLD-1 RNA inh	Fam108B inh	pPAFAH inh	MCL1 BIM primary	MEX-5 binding
1	CCCCN(Cc1ccccc1)C(=O)C1CCC(=O)N(CCc2ccccn2)C1 (stereo not given)	1	8	3	-1	1	1	1	4	2.1
2	CCOC(=O)c1cccc(NC(=O)Nc2cc(OC)ccc2OC)c1	-1	3	16	9	5	15	15	7	-2.3
3	CC(C)(C)c1ccc(OCc2ccc(C(=O)NN)o2)cc1	4	-4	-1	26	-3	-6	2	-1	-2.5
4	COc1ccccc1N1CCN(C(=O)COc2cc(C)ccc2C)CC1	6	8	-12	2	5	3	5	7	0.3
5	CCCCCn1c(N2CCN(c3cccc(Cl)c3)CC2)nc2c1c(=O)[nH]c(=O)n2C	-9	3	3	2	1	2	2	1	0.9
6	Brc1ccc(N=C(c2ccccc2)c2ccncc2)cc1	1	3	-3	-1	5	-6	-3	6	0.8
7	Cc1cc(NC(=O)COC(=O)CCC(=O)c2ccc(F)cc2)no1	7	10	-3	-2	9	-3	5	-5	0.8
8	COc1ccc(CCNC(=O)C(C(=O)c2ccc(F)cc2)n2ccccc2=O)cc1OC (stereo not given)	4	-1	1	1	2	1	5	1	-1.6
9	O=C(O)CCC(=O)NCc1cn(-c2ccccc2)nc1-c1cccc(Br)c1	5	9	1	2	-1	6	3	2	-0.1
10	CCOC(=O)c1cc(-c2ccncc2)nc2c1c(C)nn2-c1ccccn1	-2	0	1	1	2	2	2	3	-8.7
11	O=S(=O)(c1ccc(Br)s1)N1CCN(c2ccccc2)CC1	11	2	4	1	4	-1	11	6	0.7
12	COc1cccc(/C=N\NS(=O)(=O)c2ccccc2)c1OC	2	1	2	-2	-5	3	5	-3	2.0

Single records, as listed above. Screens in order: PAFAH1B2 inh	BCLXL inh	PME-1 primary	AHR activator	GLD-1 RNA inh	Fam108B inh	pPAFAH inh	MCL1 BIM primary	MEX-5 binding
Listed for O=C(O)CCC(=O)NCc1cn(-c2ccccc2)nc1-c1cccc(Br)c1 → 5	9	1	2	-1	6	3	2	-0.1
Listed for Cc1cc(NC(=O)COC(=O)CCC(=O)c2ccc(F)cc2)no1 → 7	10	-3	-2	9	-3	5	-5	0.8
Listed for O=S(=O)(c1ccc(Br)s1)N1CCN(c2ccccc2)CC1 → 11	2	4	1	4	-1	11	6	0.7

Further structures.
entry	Compound	PAFAH1B2 inh	BCLXL inh	PME-1 primary	AHR activator	GLD-1 RNA inh	Fam108B inh	pPAFAH inh	MCL1 BIM primary	MEX-5 binding
13	C/C(CC1CC2=C(CC1(C)C)C(C)(C)CCC2)=N\NC(N)=S (stereo not given)	11	1	1	1	2	2	2	9	-3.4
14	CS(=O)(=O)NCc1ccc(C(=O)NCCOc2ccccc2)cc1	-5	3	-5	3	7	3	2	4	-1.7
15	CC1CC(C)(C)NC(=S)N1CC(=O)N1CCN(Cc2ccc3c(c2)OCO3)CC1 (stereo not given)	6	4	1	-1	-2	3	1	11	0.9
16	CC(C)c1ccc(NC(=O)CSc2nc3ccsc3c(=O)n2CCC(=O)O)cc1	5	3	-6	2	7	-2	-3	2	0.8
17	COc1ccc(C(=O)O/N=C(\N)c2ccccc2Cl)cc1OC	5	4	-1	7	-1	4	7	4	0.7
18	O=C(NCc1ccccc1)c1cc[n+](Cc2ccccc2)cc1	-2	1	8	-2	3	1	2	-1	0.2
19	C=C(C)Cn1c(-c2ccncc2)n[nH]c1=S	0	-21	0	0	-3	-1	1	-15	1.2
20	CSc1ncccc1C(=O)NNC(=O)c1ccc(NS(=O)(=O)c2cccs2)cc1	1	0	-6	8	3	-1	-3	-4	-3.7
21	O=C(Nc1ccc(N2CCCCC2)c(Cl)c1)c1ccc2c(c1)OCCO2	5	2	-2	1	10	-5	8	0	-3.5
22	O=C(O)CC(=O)Nc1ccccc1	3	0	-5	2	2	-1	-3	-2	0.0
23	COC(=O)C1=NN(c2ccc(C)cc2)C2(S1)SC(C(C)=O)=C(C)N2c1ccccc1 (stereo not given)	1	6	-8	-1	8	11	-4	-1	-0.9
24	O=c1[nH]cnc2c1nnn2Cc1ccccc1	13	1	-7	1	-6	1	-2	-1	-0.5

Three compounds out of the list above, ordered by their value in pPAFAH inh, smallest number first:
nr	SMILES	PAFAH1B2 inh	BCLXL inh	PME-1 primary	AHR activator	GLD-1 RNA inh	pPAFAH inh	MCL1 BIM primary	MEX-5 binding
16	CC(C)c1ccc(NC(=O)CSc2nc3ccsc3c(=O)n2CCC(=O)O)cc1	5	3	-6	2	7	-3	2	0.8
24	O=c1[nH]cnc2c1nnn2Cc1ccccc1	13	1	-7	1	-6	-2	-1	-0.5
15	CC1CC(C)(C)NC(=S)N1CC(=O)N1CCN(Cc2ccc3c(c2)OCO3)CC1 (stereo not given)	6	4	1	-1	-2	1	11	0.9

Of the compounds above, these contain bromine:
entry	Compound	PAFAH1B2 inh	BCLXL inh	PME-1 primary	AHR activator	GLD-1 RNA inh	Fam108B inh	pPAFAH inh	MCL1 BIM primary	MEX-5 binding
6	Brc1ccc(N=C(c2ccccc2)c2ccncc2)cc1	1	3	-3	-1	5	-6	-3	6	0.8
9	O=C(O)CCC(=O)NCc1cn(-c2ccccc2)nc1-c1cccc(Br)c1	5	9	1	2	-1	6	3	2	-0.1
11	O=S(=O)(c1ccc(Br)s1)N1CCN(c2ccccc2)CC1	11	2	4	1	4	-1	11	6	0.7

New compounds follow.
entry	Compound	PAFAH1B2 inh	BCLXL inh	PME-1 primary	AHR activator	GLD-1 RNA inh	Fam108B inh	pPAFAH inh	MCL1 BIM primary	MEX-5 binding
25	Nc1c(C(=O)O)cnn1-c1ccc([N+](=O)[O-])cc1	9	7	3	4	-2	-2	3	4	2.2
26	O=C(NC12CC3CC(CC(C3)C1)C2)c1cccc([N+](=O)[O-])c1	7	-7	2	8	2	-3	-6	-11	1.3
27	CCOc1ccc(/C=C2\C(=O)c3ccccc3OC2c2ccccc2)cc1 (stereo not given)	1	0	-7	2	3	2	-5	-2	-0.8
28	C=CCOc1c(Cl)cc(CNCCC)cc1Cl	2	-1	-4	-1	13	-1	-2	2	1.6
29	CCOC(=O)N1CCC(N(CCN(C)C)C(=S)Nc2cccc(Cl)c2)CC1	6	4	-3	1	3	0	6	3	0.6
30	COc1ccc(-n2ccnc2SCC(=O)NO)cc1	8	-3	8	-1	7	5	2	6	0.7
31	CCOc1cc(/C=C2/NC(=O)N(CC(=O)Nc3cccc(C)c3)C2=O)ccc1OC	-4	5	-6	5	3	-8	0	8	-0.9
32	Cc1sc2ncnc(SCC(=O)NC(=O)NCc3ccco3)c2c1C	1	5	-2	1	2	0	4	22	1.8
33	CN(CC(=O)Nc1ccccc1C(F)(F)F)C(=O)CSCc1ccc(Cl)c(Cl)c1	5	1	5	2	5	1	6	-1	-1.7
34	CCCC(=O)Nc1cc(C(=O)O)ccc1Sc1ccccc1	9	2	2	1	5	1	-3	5	-3.2
35	O=C(NC1CCCCC1)C(c1ccc(Cl)cc1)N(C(=O)c1ccccn1)c1cccnc1 (stereo not given)	/	2	2	4	-3	-2	1	7	-0.3
36	NC(=O)CC(NC(=O)Cc1ccc(Cl)cc1)c1ccc(NC2CCCC2)c([N+](=O)[O-])c1 (stereo not given)	2	-5	0	-3	3	-1	7	-12	-0.9
37	CCN1CCN(C(=O)CCCCCn2c(=O)[nH]c3cc(C(=O)OC)ccc3c2=O)CC1	-1	4	-3	-4	4	1	8	-4	-1.0
38	COc1ccc(S(=O)(=O)N2CCOCC2)cc1Cl	-5	-1	0	0	5	-3	2	0	0.6
39	COc1cc(NC(=O)CSc2ncnc3sc4c(c23)CCCC4)c(C(=O)O)cc1OC	6	5	-1	3	-4	0	26*	4	-0.5
40	CC1=NN(c2ccccc2)C(=O)/C1=C\c1ccc(Oc2ccc([N+](=O)[O-])cc2[N+](=O)[O-])cc1	8	6	9	4	9	6	10	9	1.4
41	CCc1nnc(NC(=O)CCC(=O)N2CCN(C3CCCCC3)CC2)s1	1	6	2	1	5	1	3	3	-0.1
42	Cc1ccc(C(=O)c2oc3ccccc3c2N)cc1	5	-1	10	113*	6	0	9	1	-6.1
43	CN(Cc1cnn(C)c1)C(=O)C1CCCCC1C(=O)O (stereo not given)	3	7	-7	7	1	1	2	6	/
44	COc1cc(/C=C/c2cc[n+](C)cc2)ccc1OCC(=O)Nc1ccccc1	8	-12	-1	-1	-4	1	2	-21	-0.1
45	COC(=O)CCC(NC(=O)c1cc(C)oc1C)C(=O)OC (stereo not given)	6	3	-4	0	5	-2	0	4	-0.2
46	O=C1Oc2ccccc2C(=O)/C1=C/c1ccccc1O	3	2	-1	7	2	-5	-20	2	0.3
47	CC1(C2CC2)NC(=O)N(CC(=O)N2CCN(c3ccccc3)CC2)C1=O (stereo not given)	0	1	-6	-1	2	/	-1	1	/
48	Cc1c(NC(=O)Nc2cccc(Cl)c2)c(=O)n(-c2ccccc2)n1C	9	0	1	1	-1	-4	10	-2	0.1
49	O=C(NCCc1ccc(Cl)cc1)c1ccc(=O)[nH]c1	30*	-1	0	-1	6	-3	-5	-2	3.4
50	COc1cccc(-c2nnc3sc(-c4ccccn4)nn23)c1	0	0	-3	-15	-3	3	-2	-1	1.7
51	CCCc1cc(C(N)=O)c(NC(=O)c2ccoc2C)s1	7	12	3	-6	10	3	3	10	-1.6
52	O=C(NC(=S)Nc1ccc(S(=O)(=O)Nc2ncccn2)cc1)c1ccc(Br)cc1	7	8	-1	1	-3	-1	-2	5	-2.8
53	O=S1c2ccccc2Nc2ccccc21	0	0	2	14	5	0	1	6	1.2
54	CC(=O)N1CCc2c(sc(NC(=O)C3CCN(S(=O)(=O)c4cccs4)CC3)c2C(N)=O)C1	3	6	7	1	28	-2	2	3	-2.9
55	COc1cc(-c2cc(N)n(S(=O)(=O)c3ccc(F)cc3)n2)cc(OC)c1OC	6	-1	-5	40	-2	-1	5	-2	1.1
56	CCCCn1c(NCCO)nc2ccccc21	5	3	1	-1	7	3	-3	-6	0.0
57	O=C1N[C@@H](Cc2ccccc2)COC(=O)[C@@H](Cc2ccc(F)cc2)C/C=C\C[C@@H]1CC(=O)N(CCO)Cc1ccccc1	41*	/	/	0	4	/	9	/	/
58	COc1cc(NC(=O)NCCN2CCN(c3ccc(Cl)cc3)CC2)ccc1C	3	3	1	11	-5	-2	1	-16	2.4
59	C=CCn1nnnc1-c1cc(Cl)cc(Cl)c1	-3	8	-1	0	-2	1	3	6	-1.1
60	Cn1c(SCCCC(=O)c2ccccc2)nnc1-c1ccncc1	6	3	4	0	-11	8	0	-4	-1.1
61	Cc1occc1C(=O)N/N=C/C=C\c1ccccc1[N+](=O)[O-]	/	10	-3	3	1	7	0	6	1.0
62	CCCCNC(=O)N1CCN(C(c2ccccc2)c2ccccc2)CC1	11	7	1	2	-2	3	7	-2	1.9
